NSD2 HMT inh = NSD2 histone methyltransferase inhibitors, primary screen, biochemical, AlphaScreen, single concentration, set 2; AID 743445, 2014; Histone-lysine N-methyltransferase NSD2 (Homo sapiens), O96028; 310,000 tested, 0.54% active; inhibition, % at 12.5 µM; NSD2 peptide methylation, 120 min; in the data active = inhibition above about 50%
MITF TRPM1 HTS = activators of MITF-driven TRPM1 promoter reporter, primary screen, cell-based, SK-MEL-5, luciferase, single point | SK-MEL-5 TRPM1-promoter luciferase, 24 h; % of positive control, neutral wells = 0 | activation, % at 12.5 µM | 300,000 tested, 0.75% active;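 active = mean activation of at least 80% with every replicate also reaching 80%; inconclusive = mean reaches 80% but some replicate falls short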;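 note: 0% = neutral control wells and 100% = parthenolide positive control wells; values of inactives mirror those of a sister screen read the other way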
SR-BI HDL uptake = inhibitors of SR-BI mediated HDL lipid uptake, primary screen, ldlA[mSR-BI] cells, fluorescence, single point. ldlA[mSR-BI] CHO cells, DiI-HDL uptake fluorescence, 3 h. inhibition, % at 12.5 µM. AID 488896, 2010. 320,000 tested, 0.96% active;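 active = mean replicate inhibition of at least 70% and a set share of replicates each scoring 70 or more; inconclusive = meets just one of the two criteria; inactive = fails both criteria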;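 note: 0% = median of neutral control wells and 100% = median of positive control wells; values of inactives mirror those of a sister screen read the other way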
Arrestin-AP2 inh = inhibitors of beta-arrestin/AP2 binding, primary screen, biochemical, GPCR trafficking, flow cytometry | AID 504490, 2011 | 340,000 tested, 0.31% active | FITC-arrestin peptide / GST-AP2 beads; AP2 beta2 appendage carries R879A mutation | beta-arrestin 1 C-terminal peptide binding to AP2 beta2-adaptin appendage (human) | inhibition, % at 10 µM;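 active = inhibition above a set limit, near 3 SD of compounds lacking own fluorescence, cut at about 54% in these data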;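 note: plate controls were DMSO wells for no effect and 5 µM unlabelled arrestin peptide for full effect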
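Material – GST-tagged AP2 beta2-adaptin appendage (R879A) on 4 µm glutathione beads · Probe or stimulus – fluorescein-tagged arrestin peptide at 50 nM final · Timing – 12 min plus 1 h, RT · Detection – bead flow cytometry, FITC channel · Read-out basis – inhibition as reduced fluorescein signal on beads, percent · Medium – PBS plus Tween 20 (0.05%) and BSA (0.1%)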
PKA-R1A activ = activators of PKA-R1A holoenzyme, primary screen, biochemical, fluorescence polarization, Cy5-IP20, bovine R1A, mouse PKAc; AID 504707, 2011; 340,000 tested, 0.083% active; activation, % at 11.4 µM; PKA-R1A dissociation; scaled: DMSO 0%, 113 µM cGMP 100%; cAMP-dependent protein kinase type I-alpha regulatory subunit (Bos taurus) + …;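 active = percent activation above the mean of all tested compounds plus 3 SD, cut at about 19% in these data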;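 note: higher means more PKAc released from R1A so a rise in polarization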
dFosB activator = activators of delta FosB homodimer, primary screen, biochemical, fluorescence polarization, TAMRA-CDK5 oligo, single point. Protein FosB (Mus musculus), P13346. purified delta FosB; percent of positive-control signal above neutral wells. activation, % at 25 µM. 340,000 tested, 0.99% active. AID 493131, 2011;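 active = mean activation above about 17%, with every replicate also reaching it, limit read from the data, passing the limit was not always enough; inconclusive = only one of the two conditions met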;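 note: fluorescence polarization rise as delta FosB binds a TAMRA Cdk5 AP-1 oligo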
CDK5 p35 inh = inhibitors of human CDK5/p35 kinase, primary screen, biochemical, single concentration; inhibition, % at 10 µM; Recombinant CDK5/p35, ADP-Glo luminescence, 60 min; 330,000 tested, 0.01% active; Cyclin-dependent kinase 5 (Homo sapiens) + Cyclin-dependent kinase 5 activator 1 (Homo …;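 active = highest replicate inhibition of at least 50% and at least 75% of replicates reaching 50%; inconclusive = only one of the two criteria met; inactive = both criteria failed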;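 note: plate controls were DMSO neutral control for no effect and GW8510 at 10 µM for full effect; many of its hits are not listed in these tables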
PKA-R2B activ = activators of PKA-R2B holoenzyme, primary screen, biochemical, fluorescence polarization, Cy5-IP20, human | PKA-R2B holoenzyme dissociation; R2B truncated from residue 108, S112A mutant; 0% DMSO only, 100% 113 µM cGMP | activation, % at 11.4 µM | 340,000 tested, 0.079% active | AID 504700, 2011;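 active = activation above a cutoff set at the mean over all compounds plus 3 SD, cut at about 18% in these data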;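 note: higher means more holoenzyme dissociation and a rise in polarization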
SR-BI DiI-HDL act = activators of SR-BI mediated DiI-HDL uptake, primary screen, ldlA[mSR-BI] CHO cells, DiI fluorescence; 3 h; 100 = double the neutral-control signal; activation, % at 12.5 µM; 320,000 tested, 0.096% active; AID 504775, 2011;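 active = mean replicate activation of at least 60% and every replicate at or above 60%; inconclusive = mean or all-replicate condition met, but not both; inactive = mean below 60% and not all replicates reaching 60%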;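 note: 0% = median plate neutral-control signal and 100% = twice that signal; values of inactives mirror those of a sister screen read the other way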
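Test system: SR-BI-overexpressing, LDLR-lacking CHO cells. Measured by: DiI fluorescence, bottom read. Medium: Ham's F12 with 0.5% BSA, HEPES 25 mM, pH 7.4. Timing: 3 h uptake period with compound, 37 °C.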
Mot1-301 SUMO = yeast Mot1-301 growth rescue at high temperature, primary screen, SUMOylation pathway inhibitor project, S. cerevisiae, ATP luminescence, 38.5C | 320,000 tested, 1% active | S. cerevisiae Mot1-301 growth rescue; percent above DMSO median, 100 means doubled | growth rescue, % at 18.8 µM;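 active = every valid replicate shows activation above 250% relative to neutral control wells; inactive = the rest, any valid replicate at or below 250%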;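 note: OY570 slx delta 5 strain wells were the positive control but not used for scaling; some compounds called inactive have numbers as strong as hits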
Pemphigus Ab inh = inhibitors of pemphigus antibody binding to DSG3, primary screen, biochemical, bead-based, flow cytometry, scFv-GFP | Desmoglein-3 (Homo sapiens), P32926 | DSG3-coupled beads, scFv-anti-DSG3-GFP binding; hits give low values | binding (percent of control), % at 10 µM | 310,000 tested, 0.48% active | AID 588358, 2011;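 active = binding more than 3 SD below its plate's average and above zero; inconclusive = below that plate limit but binding exactly zero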;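 note: hits lower antibody fragment binding to DSG3; some compounds called inactive have numbers as strong as hits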
* hit, by the source's call; ? = inconclusive; . = no result given.

SR-BI HDL uptake	NSD2 HMT inh	dFosB activator	Pemphigus Ab inh	SR-BI DiI-HDL act	PKA-R2B activ	Mot1-301 SUMO	Arrestin-AP2 inh	CDK5 p35 inh	MITF TRPM1 HTS	PKA-R1A activ	Compound
-20	1	-3	.	20	-19	12	-6	1.1	-17	-1	Cc1ccc(C(=O)N/C(=C/c2ccco2)C(=O)NCC2CCCO2)cc1 (configuration not stated)
-9	-7	-1	100	9	-4	2	0	-1.2	-10	-4	O=C(Nc1ccc(F)c(Cl)c1)C1CCCN(c2cnccn2)C1 (configuration not stated)
-1	2	-2	96	1	-5	.	13	-4.7	-14	0	CCOC(=O)C(Cc1cc(N)c(Oc2ccc(OC)cc2)c(N)c1)NC(C)=O (configuration not stated)
34	.	-9	105	-34	-16	-14	1	-3.6	-10	-3	COc1ccc(-c2[nH]c(-c3cccc(OC)c3)nc2SCC(=O)NCc2ccco2)cc1
52	28	2	102	-52	7	-12	-20	-0.6	-4	-3	CC1CCCN(c2cc3c(cc2[N+](=O)[O-])C(=O)N(c2ccccc2)C3=O)C1 (configuration not stated)
13	.	-3	96	-13	-9	-2	-5	2.2	.	0	Cc1ccc(C(=O)NCCn2cc(SCC(=O)Nc3nnc(C)s3)c3ccccc32)cc1
-5	29	-2	107	5	6	-13	-4	-0.2	16	7	CC(C)OC(=O)C(CC(=O)O)N1CCOCC1 (configuration not stated)
-9	0	-2	111	9	7	-8	-27	-0.3	-1	-12	O=C(c1ccncc1)N1CCN(S(=O)(=O)c2cccc(F)c2)CC1
-14	0	-7	99	14	-1	-2	-7	-0.3	41	15	COc1ccccc1/C=C/C=N/NC(=O)Cc1cccs1
50	-1	5	104	-50	5	-15	11	-1.0	0	0	COc1cc(OC)cc(-c2nnc(SCC(=O)N3c4ccccc4Sc4ccccc43)o2)c1
-11	-2	2	118	11	-3	5	30	-0.3	.	0	O=C(O)c1ccc(NS(=O)(=O)c2ccc(Cl)c(C(=O)Nc3ccccc3[N+](=O)[O-])c2)cc1
14	-4	16	.	-14	3	10	8	1.5	4	-4	NS(=O)(=O)c1ccc2nc(NC(=O)c3ccc4ncsc4c3)sc2c1

Reprinted from the results shown, 6 compounds:
SR-BI HDL uptake	NSD2 HMT inh	dFosB activator	Pemphigus Ab inh	SR-BI DiI-HDL act	PKA-R2B activ	Mot1-301 SUMO	Arrestin-AP2 inh	CDK5 p35 inh	MITF TRPM1 HTS	PKA-R1A activ	Compound
-20	1	-3	.	20	-19	12	-6	1.1	-17	-1	Cc1ccc(C(=O)N/C(=C/c2ccco2)C(=O)NCC2CCCO2)cc1 (configuration not stated)
-9	-7	-1	100	9	-4	2	0	-1.2	-10	-4	O=C(Nc1ccc(F)c(Cl)c1)C1CCCN(c2cnccn2)C1 (configuration not stated)
-1	2	-2	96	1	-5	.	13	-4.7	-14	0	CCOC(=O)C(Cc1cc(N)c(Oc2ccc(OC)cc2)c(N)c1)NC(C)=O (configuration not stated)
34	.	-9	105	-34	-16	-14	1	-3.6	-10	-3	COc1ccc(-c2[nH]c(-c3cccc(OC)c3)nc2SCC(=O)NCc2ccco2)cc1
52	28	2	102	-52	7	-12	-20	-0.6	-4	-3	CC1CCCN(c2cc3c(cc2[N+](=O)[O-])C(=O)N(c2ccccc2)C3=O)C1 (configuration not stated)
13	.	-3	96	-13	-9	-2	-5	2.2	.	0	Cc1ccc(C(=O)NCCn2cc(SCC(=O)Nc3nnc(C)s3)c3ccccc32)cc1

Next records:
SR-BI HDL uptake	NSD2 HMT inh	dFosB activator	Pemphigus Ab inh	SR-BI DiI-HDL act	PKA-R2B activ	Mot1-301 SUMO	Arrestin-AP2 inh	CDK5 p35 inh	MITF TRPM1 HTS	PKA-R1A activ	Compound
-8	1	-16	86	8	-3	.	4	-1.1	-18	-11	COc1cccc(C(=O)OCC(=O)Nc2sc3c(c2C(N)=O)CCC3)c1O
-10	-8	1	.	10	-8	-9	15	0.5	-1	-2	COc1ccccc1CNC(=O)CN(C)S(=O)(=O)c1ccc2c(c1)c(=O)n(C)c(=O)n2C
26	1	-8	96	-26	2	4	28	1.4	1	5	COc1ccccc1CN(C)CC(=O)Nc1cccc2ccccc12
.	-3	4	122	.	4	-7	-11	0.2	-4	-9	CCn1c(=O)c2sccc2n(CC(=O)NC2CCCCC2)c1=O
-18	-3	-10	94	18	-1	-9	3	1.0	6	-1	CCn1cc(CN2CCC(n3nccc3NC(=O)CCCc3ccccc3)CC2)c(C)n1
.	-1	-6	95	.	-2	-27	2	-4.3	-2	-9	CCOC(=O)N1CCN(S(=O)(=O)c2ccc3[nH]c(=O)oc3c2)CC1
7	5	-3	100	-7	-11	-3	5	-1.2	?	5	Cc1ccc(Nc2nc(N)nc(CSc3ncccn3)n2)cc1
-49	-2	0	101	49	-2	12	-7	-1.3	.	6	CCOc1ccc(C2C3=C(CC(C)(C)CC3=O)N(CC(=O)O)C3=C2C(=O)CC(C)(C)C3)cc1OCC
20	0	7	96	-20	1	.	6	-0.5	-5	-2	CCCC1=C(C(=O)OCC)C(c2c(C)nn(-c3ccccc3)c2Cl)C(C#N)=C(N)O1 (configuration not stated)
-6	1	-5	106	6	-2	-8	39	1.0	57	-4	COc1cccc(NC(=O)C2COc3ccccc3O2)c1 (configuration not stated)
15	7	0	93	-15	-3	-19	-2	0.1	-12	-1	COc1ccc(Cn2c(C)nc3ccc([N+](=O)[O-])cc3c2=O)cc1
-10	-5	60*	108	10	-3	4	1	-1.6	11	3	COc1ccc2nc3oc(C(=O)NCc4cccs4)cc3cc2c1
-13	1	-5	116	13	6	23	22	0.4	0	-11	CC1(C)OC(=O)N(CCC(=O)Nc2cccc(F)c2)C1(C)O (configuration not stated)
81*	-1	-4	110	-81	6	277	0	1.6	-7	-1	CC(C)C(=O)N1CCN(c2ccccc2NC(=S)NC(=O)c2ccco2)CC1
10	1	-7	103	-10	4	27	-8	1.2	-4	2	COc1ccc(F)c(CN2CCN(CCc3ccccc3)C(CCO)C2)c1 (configuration not stated)
-10	1	5	101	10	1	-16	34	0.4	.	3	c1ccc(NCc2ccncc2)cc1
-19	8	-2	91	19	0	-6	-1	-1.0	-2	1	Cn1c(=O)c(=O)n(C)c2cc(S(=O)(=O)N3CCC(Cc4ccccc4)CC3)ccc21
8	0	-7	78	-8	-4	-9	36	-1.0	-4	3	COc1ccc(CCN2C(=O)C(Oc3ccccc3C)C2c2ccc3c(c2)OCO3)cc1 (configuration not stated)
42	-2	-8	111	-42	3	16	-8	1.0	76	0	Cc1ccc(OCCOc2ccc(Cl)cc2Cl)c([N+](=O)[O-])n1
37	-2	?	125	-37	1	9	3	1.2	.	2	COc1ccc(C)cc1NC(=O)c1cccc(C(=O)Nc2cc(C)ccc2OC)c1
-13	-1	-9	103	13	3	9	8	2.3	8	0	CCOc1ccc(C(=O)NC2CCN(C(=O)N3CCCC3)CC2)cc1
8	-4	1	102	-8	0	-37	0	-1.9	54	-12	Cc1ccc(NC(=O)NCC2CC2(Cl)Cl)cc1 (configuration not stated)
4	0	-10	96	-4	-22	-7	-12	2.3	57	-8	Cc1cc(C)c(NC(=O)CN(C)C(=O)c2ccc(OCc3ccccc3)cc2)c(C)c1
-20	-7	-11	99	20	-7	-33	9	3.6	-49	-19	CCCOc1ccc2cc(-c3ccccn3)c(=O)oc2c1
43	-7	-5	128	-43	-16	46	18	3.6	11	-17	COc1ccc(SCCc2ccncc2)cc1
15	-2	-5	100	-15	-6	-13	9	2.3	-14	-4	Fc1cccc(NC(=S)N2CCN(c3ccccn3)CC2)c1
-12	0	-10	106	12	-3	-11	33	1.2	2	3	COc1ccccc1NS(=O)(=O)c1cc(NC(=O)CN2C(=O)NC3(CCCC3)C2=O)ccc1C
47	-12	-10	101	-47	-8	-2	7	-0.8	4	-3	O=C(COC(=O)c1c2ccccc2cc2ccccc12)NCC(F)(F)F
-1	-6	-4	115	1	3	1	43	1.1	4	-8	CN(Cc1nc(-c2ccc3c(c2)OCO3)no1)CC1(N2CCOCC2)CCCCC1
2	-1	-7	104	-2	-2	-10	16	1.9	.	-8	CC(C)CNC(=O)COC(=O)C1c2ccccc2Oc2ccccc21
26	75*	6	100	-26	10	-2	9	0.1	12	1	COC(=O)c1ccc(Cn2cnc3c(sc4nc(N5CCOCC5)c5c(c43)CCCC5)c2=O)o1
-2	25	-10	91	2	-4	-19	-6	-0.3	2	-3	COc1ccccc1-n1c(C)cc(/C=C2\C(=N)N3N=C(CC(=O)N4CCOCC4)SC3=NC2=O)c1C

Screening data (PubChem)
